From PubChem
ASAP1 GAP inh = blocks human ASAP1-stimulated Arf1 GTP hydrolysis | 360,000 compounds, 0.19% hits | inhibition, % at 16.5 µM | GDP FP detection | Q9ULH1; in the data active = inhibition above about 25%;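 note: 0% = vehicle with enzyme and substrate and 100% = no enzyme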
PLCg1 inh = PLC-gamma1 (human) inhibition, primary screen; P19174; purified PLC-gamma1, fluorogenic substrate, fluorescence; inhibition, % at 12.2 µM; 370,000 compounds, 0.84% hits; AID 720700; in the data active = inhibition above about 9.5%
proKLK7 act = proKLK7 (human) activation, primary screen. 370,000 compounds, 0.9% hits. purified proKLK7, EDANS-DABCYL substrate fluorescence; 100% is mature enzyme control, 0% vehicle. activation, % at 7 µM. AID 652039. P49862;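 active = activation above the mean of all tested compounds plus 3 SD, computed per campaign excluding outliers beyond control limits, cut at about 13% in these data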
Target sequence (P49862 whole entry, looked up): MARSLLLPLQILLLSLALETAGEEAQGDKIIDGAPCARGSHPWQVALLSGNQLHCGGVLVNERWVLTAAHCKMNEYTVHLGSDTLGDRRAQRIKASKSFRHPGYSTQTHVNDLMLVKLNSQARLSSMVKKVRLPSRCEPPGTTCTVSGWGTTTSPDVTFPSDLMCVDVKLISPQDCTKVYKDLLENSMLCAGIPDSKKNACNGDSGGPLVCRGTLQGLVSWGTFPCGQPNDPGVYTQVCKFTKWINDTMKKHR
Rev-erbA mod = modulates human Rev-erb alpha binding to DNA | Rev-erbα–FITC-DNA binding, fluorescence polarization, 90 min | activity, % at 10 µM | 370,000 compounds, 0.79% hits | AID 1259318;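 active = activity above about 14%, limit read from the data; passing the limit was not always enough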;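 note: 0% = DMSO wells with 35 nM protein and 100% = DMSO wells with 750 nM protein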
Target sequence (P20393 whole entry, looked up): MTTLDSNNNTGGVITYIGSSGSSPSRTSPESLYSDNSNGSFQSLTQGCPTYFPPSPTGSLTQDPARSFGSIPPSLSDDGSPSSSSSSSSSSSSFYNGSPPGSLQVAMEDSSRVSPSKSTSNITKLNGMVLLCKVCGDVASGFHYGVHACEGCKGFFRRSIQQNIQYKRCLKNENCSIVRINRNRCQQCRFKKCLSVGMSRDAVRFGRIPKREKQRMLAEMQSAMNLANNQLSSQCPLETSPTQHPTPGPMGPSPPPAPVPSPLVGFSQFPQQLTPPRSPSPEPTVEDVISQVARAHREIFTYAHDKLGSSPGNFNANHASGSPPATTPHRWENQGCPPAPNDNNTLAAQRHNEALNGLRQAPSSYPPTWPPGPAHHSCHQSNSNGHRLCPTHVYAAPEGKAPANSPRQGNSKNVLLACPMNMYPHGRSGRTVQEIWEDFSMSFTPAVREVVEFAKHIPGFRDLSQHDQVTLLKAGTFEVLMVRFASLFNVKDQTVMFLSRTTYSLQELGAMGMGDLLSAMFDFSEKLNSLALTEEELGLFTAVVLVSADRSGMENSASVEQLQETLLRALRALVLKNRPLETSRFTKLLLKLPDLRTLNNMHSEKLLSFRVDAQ
DDE Tn7 FP inh = disrupts Tn7 cyclic peptide binding to fibrin D-Dimer-E complex; P02675; FP displacement of FITC-Tn7 peptide from fibrin DD(E); 0% = median of compound wells per plate; inhibition, % at 8.3 µM; 370,000 compounds, 0.13% hits; AID 720508;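 active = inhibition above the mean of compounds falling within the control limits plus 3 SD of them, cut at about 14% in these data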;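 note: 0% = plate median of compound wells and 100% = 10 µM Aha-Tn7 peptide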
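Test system – human fibrin DD(E) · Times – 10 min preincubation, 3 h with tracer, room temperature · Detection – fluorescence polarization of the labelled Tn7 tracer · Measure – percent inhibition normalized to high-control wells · Benchmarks – high control wells with 10 µM unlabelled Aha-Tn7 peptide (full inhibition) · Repeats – singlicate testing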
DDE Tn6 FP inh = DD(E)-Tn6 binding inhibition, primary FP screen. Fibrin DD(E) TRITC-Tn6 fluorescence polarization displacement. inhibition, % at 8.3 µM. 370,000 compounds, 0.21% hits. AID 720509;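 active = inhibition above a per-campaign cutoff: mean of compounds within control limits plus 3 SD, cut at about 15% in these data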;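 note: 0% = median of all compound wells on the plate and 100% = blocking peptide control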
PLCb3 inh = inhibitors of human phospholipase C beta3. Q01970. 370,000 compounds, 0.18% hits. Purified PLC-beta3, fluorogenic substrate, fluorescence. inhibition, % at 12.2 µM; in the data active = inhibition above about 11%;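 note: 0% = median of compound wells on plate and 100% = full blocker control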
ARFGAP1 inh = inhibits rat ARF GTPase activating protein 1 | Q62848 | Arfgap1-stimulated ARF1 GTP hydrolysis, GDP FP detection | inhibition, % at 16.5 µM | 360,000 compounds, 0.26% hits;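 active = inhibition above a per-plate limit, mean inhibition of low control wells plus 3 SD, cut at about 25% in these data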;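 note: 0% = DMSO wells with enzyme and 100% = wells lacking Arfgap1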
Target sequence (Q62848 1-136 limits assumed): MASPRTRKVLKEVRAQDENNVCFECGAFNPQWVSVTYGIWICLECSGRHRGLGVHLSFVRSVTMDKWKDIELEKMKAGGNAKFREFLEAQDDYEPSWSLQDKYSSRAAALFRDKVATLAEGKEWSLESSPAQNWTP
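System: truncated rat Arfgap1 GAP domain / Benchmarks: high control wells lacking Arfgap1, low control full reaction with DMSO / Times: compound-enzyme preincubation 20 min, reaction 120 min, detection 60 min, 25 °C / Repeats: one replicate per compound / Also added: human ARF1(Δ1-17)-GTP substrate / Measured by: Tracer-displacement fluorescence polarization with EDTA stop, 620/688 nm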
sPLA2-III inh = Inhibits HGIII-sPLA2 liposome hydrolysis, primary screen; QFRET BODIPY PC-A2 liposome hydrolysis, fluorescence; inhibition, % at 12.2 µM; 370,000 compounds, 0.56% hits; AID 743126;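 active = inhibition above mean plus 3 SD of compounds lying within the high and low control bounds, cut at about 19% in these data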;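 note: 0% = median of test compound wells and 100% = no enzyme DMSO wells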
UHRF1 binding = blocks human UHRF1 binding to methylated DNA | UHRF1 binding to methylated oligo, TR-FRET | inhibition, % at 4.4 µM | AID 687016 | 370,000 compounds, 0.75% hits; in the data active = inhibition above about 21%;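 note: UHRF1 SRA domain binding a hemimethylated CpG hairpin DNA probe; 0% = median of test compound wells and 100% = reference inhibitor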
Numbers without * were called inactive; . = no result given.

SMILES | ASAP1 GAP inh | PLCg1 inh | proKLK7 act | Rev-erbA mod | DDE Tn7 FP inh | DDE Tn6 FP inh | PLCb3 inh | ARFGAP1 inh | sPLA2-III inh | UHRF1 binding
Nc1nonc1-n1nnc(C(=O)N/N=C/c2ccc(Cl)cc2Cl)c1CN1CCOCC1 | 3 | 1 | -0.3 | -5 | 13 | -11 | -9 | 17 | 17 | 7
COc1ccc(C2=NCCn3cccc32)c(OC)c1 | 2 | -32 | 2.1 | 1 | -7 | 1 | -43 | 1 | -1 | -6
O=C(CSc1ncnc2c1cnn2-c1ccccc1)Nc1ccc2c(c1)OCO2 | -13 | -2 | -1.1 | 2 | 9 | 8 | -6 | 3 | 3 | 3
COc1ccc(S(=O)(=O)N2CCCCC2)cc1NC(=O)c1ccco1 | -5 | -1 | 0.1 | -3 | 2 | 2 | -12 | 2 | -1 | -1
Cc1cc(C(=O)OC(C)C(=O)NC2CCCCC2C)c2ccccc2n1 (stereo not drawn) | -3 | 0 | -0.2 | 4 | -9 | 14 | 2 | -2 | -3 | 0
COc1ccc(C2c3c(oc4ccccc4c3=O)C(=O)N2c2ccccn2)cc1OC (stereo not drawn) | -11 | -14 | 0.6 | 2 | -4 | -9 | -21 | 2 | 7 | -1
Cc1cccc(Cn2c(NC3CCCC3)nc3c2c(=O)[nH]c(=O)n3C)c1 | 3 | 4 | -0.1 | -6 | -13 | -2 | 6 | 0 | -5 | -1
CN1C(=O)C(C)(C)c2cc(S(=O)(=O)N3CCCC3C(=O)NCc3ccccc3Cl)ccc21 (stereo not drawn) | -9 | -2 | -0.5 | 7 | 4 | 8 | -4 | -10 | 8 | 1
COc1ccc(C(CNC(=O)c2cccc(NS(=O)(=O)c3ccc(C)c(F)c3)c2)N2CCCC2)cc1 (stereo not drawn) | -9 | -11 | -1.1 | -2 | 0 | -3 | -17 | 17 | -22 | 1
O=C(O)/C=C/C(=O)NCCC1=CCCCC1 | 7 | 1 | -1.0 | 2 | 2 | -7 | -3 | 6 | 1 | 1
COc1ccc(Br)c(C(=O)N2CCCC2(C)C(=O)NCC(C)C)c1 (stereo not drawn) | -7 | 4 | 0.0 | -1 | 2 | 0 | 6 | -9 | 11 | 5
Cc1cc(C)c2c(c1)cc(C)c1nnc(SCC(=O)Nc3ccccc3N3CCOCC3)n12 | 4 | 0 | -0.4 | -2 | -1 | 0 | 2 | -3 | -13 | 0
CCC(C)[C@H]1CNC(=O)C(=O)N1CCc1cccc2ccccc12 (stereo partly drawn) | 7 | 3 | -0.5 | -6 | 2 | -4 | -1 | 21 | 1 | 3
COc1ccc(-c2cnnn2-c2ccc(NC(=O)c3ccc(S(=O)(=O)N4CCCCC4)cc3)cc2)cc1OC | -7 | -6 | -2.3 | 2 | -2 | 10 | -14 | -1 | -12 | 1
COC(=O)CN=Cc1c(C)[nH]n(-c2ccccc2)c1=O | -13 | 0 | 0.7 | 3 | -3 | 4 | 1 | -3 | 1 | -3
Cc1cc(NC(=O)COC(=O)c2ccc([N+](=O)[O-])cc2Cl)no1 | -4 | 3 | 0.6 | -1 | -4 | 98* | -2 | -12 | -4 | 4
O=C(COc1ccc(Cl)cc1)NNC(=O)CSc1nncs1 | 6 | -2 | 0.0 | 1 | -2 | 4 | -8 | -7 | -5 | -2
COc1ccc2c(c1)CN1CN(C3CCCC3)S(=O)(=O)CC21 (stereo not drawn) | . | -11 | -0.2 | -3 | 7 | -5 | -16 | . | -2 | -5
CC(=O)Nc1ccc(S(=O)(=O)NCCC(=O)OCC(=O)c2cccc(Br)c2)cc1 | 14 | 6 | 0.0 | 4 | 5 | 3 | -4 | 4 | 3 | 3
COc1cc2oc(=O)ccc2cc1[C@H](O)[C@@H](O)C(C)(C)O | 3 | -43 | 0.0 | -5 | -5 | 7 | -77 | -8 | -5 | 0
Cc1ccc(S(=O)(=O)N2[C@@H](CO)CO[C@H]2CC(=O)c2cccc3ccccc23)cc1 | 6 | 0 | 0.7 | -3 | -2 | 2 | -3 | -5 | -24 | 0
COc1cccc(CCNC(=O)CCc2nnc(-c3cc(C)oc3C)o2)c1 | -4 | -4 | 0.5 | 7 | 6 | 7 | -8 | 4 | -6 | -1
Cc1cccc(N2CC(O)(c3cccs3)[N+]3=C2CCCC3)c1 (stereo not drawn) | 1 | -2 | -0.4 | -7 | 6 | -2 | -1 | -1 | -1 | -1
CC(CCn1cccn1)NC(=O)c1cc(COc2ccc(F)cc2F)on1 (stereo not drawn) | 2 | 3 | 0.1 | -2 | -4 | 5 | 2 | 3 | 2 | -1
Cc1ccnc(SCCn2c(N3CC(C)OC(C)C3)nc3c2c(=O)n(C)c(=O)n3C)n1 (stereo not drawn) | 9 | 8 | -0.5 | -9 | 0 | -4 | -2 | -3 | 9 | 7

A different layout for some results above.
SMILES	ASAP1 GAP inh	PLCg1 inh	proKLK7 act	Rev-erbA mod	DDE Tn7 FP inh	DDE Tn6 FP inh	PLCb3 inh	ARFGAP1 inh	sPLA2-III inh	UHRF1 binding
COC(=O)CN=Cc1c(C)[nH]n(-c2ccccc2)c1=O	-13	0	0.7	3	-3	4	1	-3	1	-3
Cc1cc(NC(=O)COC(=O)c2ccc([N+](=O)[O-])cc2Cl)no1	-4	3	0.6	-1	-4	98*	-2	-12	-4	4

The listing picks up; the five compounds before the break are reprinted first.
SMILES | ASAP1 GAP inh | PLCg1 inh | proKLK7 act | Rev-erbA mod | DDE Tn7 FP inh | DDE Tn6 FP inh | PLCb3 inh | ARFGAP1 inh | sPLA2-III inh | UHRF1 binding
Cc1ccc(S(=O)(=O)N2[C@@H](CO)CO[C@H]2CC(=O)c2cccc3ccccc23)cc1 | 6 | 0 | 0.7 | -3 | -2 | 2 | -3 | -5 | -24 | 0
COc1cccc(CCNC(=O)CCc2nnc(-c3cc(C)oc3C)o2)c1 | -4 | -4 | 0.5 | 7 | 6 | 7 | -8 | 4 | -6 | -1
Cc1cccc(N2CC(O)(c3cccs3)[N+]3=C2CCCC3)c1 (stereo not drawn) | 1 | -2 | -0.4 | -7 | 6 | -2 | -1 | -1 | -1 | -1
CC(CCn1cccn1)NC(=O)c1cc(COc2ccc(F)cc2F)on1 (stereo not drawn) | 2 | 3 | 0.1 | -2 | -4 | 5 | 2 | 3 | 2 | -1
Cc1ccnc(SCCn2c(N3CC(C)OC(C)C3)nc3c2c(=O)n(C)c(=O)n3C)n1 (stereo not drawn) | 9 | 8 | -0.5 | -9 | 0 | -4 | -2 | -3 | 9 | 7
CCN(CC)C(=O)C1=C(C)N(Cc2ccc(F)cc2)C(=O)C(CC(=O)NC2CCCC2)C1 (stereo not drawn) | -7 | -4 | -0.3 | 3 | 4 | -3 | 1 | -5 | 6 | -3
O=C(O)/C=C/C(=O)NC1CCC(CC2CCC(NC(=O)/C=C/C(=O)O)CC2)CC1 (stereo not drawn) | 9 | 0 | 0.2 | 1 | 1 | -2 | 2 | 9 | 4 | -1
CN(CC(=O)NCCc1ccccc1)S(=O)(=O)c1cccc2nsnc12 | -8 | 4 | 0.1 | 0 | 2 | 3 | 4 | 4 | 5 | 0
C=CCN(CC=C)C(=O)c1ccccc1NC(=O)c1ccccc1C | 11 | 9 | -0.1 | -4 | -1 | -1 | 7 | 2 | 5 | 5
N#Cc1c(-c2ccccc2)cc(C2CC2)nc1SCC(=O)c1cccs1 | 7 | -2 | -1.1 | 19* | 1 | -3 | -2 | 0 | -7 | -3
COc1ccccc1OCCNC(=O)C1CC(=O)N(Cc2ccccc2)C1 (stereo not drawn) | 7 | -1 | -0.3 | 4 | 3 | 6 | -3 | 9 | 4 | 0
CCOC(=O)/C(C#N)=C1/C=Nc2ccccc2N1 | 5 | -13 | 0.3 | -1 | 5 | 5 | -13 | 2 | 2 | -12
COC(=O)c1ccc(NC(=O)C2CCCO2)cc1 (stereo not drawn) | 0 | -1 | -0.1 | 4 | 3 | 0 | -2 | 3 | 3 | 0
FC(F)(F)c1ccc(Cl)c(-n2c(Cc3cccs3)n[nH]c2=S)c1 | 1 | 0 | 0.0 | -4 | 4 | -5 | -7 | 10 | 8 | 1
Cc1ccc(NC2=NC(c3ccc(F)cc3)n3c(nc(C)cc3=O)N2)cc1 (stereo not drawn) | 5 | -3 | 0.6 | 4 | 4 | 0 | -10 | -3 | -8 | -1
CCc1ccc(/C=N/NC(=S)NCCc2ccccc2)cc1 | 6 | 4 | -0.2 | -6 | 1 | 0 | 3 | -2 | -2 | 1
CC(C(=O)Nc1ccc(N(C)C)cc1)N1C(=O)c2ccccc2S1(=O)=O (stereo not drawn) | -10 | 0 | -0.1 | -6 | -1 | -3 | -5 | 11 | 13 | -4
COc1ccc(S(=O)(=O)N2CC(=O)Nc3ccccc32)cc1Cl | 4 | -2 | 1.2 | 1 | 5 | 11 | -6 | 16 | -4 | 0
Cc1ccc(C(=O)N2[C@@H]3CN(C)C(=O)[C@@]2(C)[C@H]2C(=O)N(Cc4ccccc4)C(=O)[C@@H]32)cc1 | 1 | 0 | 0.8 | -1 | -2 | -9 | 1 | -12 | 1 | 0
Cc1cccc2nc(-c3ccco3)c(Nc3ccc4c(c3)OCCO4)n12 | -3 | -130 | -1.2 | -5 | -8 | -7 | -194 | -14 | 1 | -1
CC#CC[N+](C)(C)CCCCCCCCCCCC | 4 | 4 | 0.0 | -6 | -3 | -2 | -1 | -5 | -2 | -3
CCOC(=O)Cc1c(C)[nH]c(=S)[nH]c1=O | -14 | 0 | 0.1 | 5 | 8 | 3 | 2 | -3 | 8 | 3
OC(CNCCCN1CCCCC1)COc1ccccc1 (stereo not drawn) | -3 | 3 | 0.1 | 2 | -1 | 2 | 1 | -3 | -6 | 11
COc1cccc(/C=N/n2c(C3CCCCC3)n[nH]c2=S)c1OC | -12 | -1 | 0.9 | 4 | 6 | -3 | -5 | -4 | 9 | 0
Cc1ccc(NC(=O)C2CCN(S(=O)(=O)c3ccc4c(c3)CCCC(=O)N4)CC2)cc1N(C)C | -6 | 4 | 0.4 | 5 | -1 | -3 | -6 | 23 | 2 | -3
Cc1ccc(N(CC(=O)N2CCN(C3CCCCC3)CC2)S(=O)(=O)c2cccnc2)cc1 | -5 | 3 | -0.3 | -3 | -1 | 2 | -1 | -7 | -9 | -2
